DENV2 CPE rescue: protects cells from dengue virus 2 cytopathic effect; DENV2-infected cells, cytopathic effect rescue, plate reader; CPE inhibition, % at 9.99 µM; hit rate 1.7% among 350,000; AID 651640; in the data active = CPE inhibition above about 20%, passing the limit was not always enough; tested in BHK-21 cells;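 note: 0% = median of neutral control wells and 100% = median of positive control wells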
CFTR F508del cor: CFTR F508del correction in bronchial cells. activity (quench increase), % at 7.58 µM. CFBE cells, YFP halide quenching; stimulated with forskolin plus potentiator P3; % fluorescence drop versus neutral controls. AID 720511. hit rate 0.36% among 350,000;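 active = mean added fluorescence quench of at least 8% versus neutral control, with both replicates also reaching 8%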;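 note: cells transiently co-express mutant CFTR-F508del with the halide-sensitive YFP; corrector assay measuring rescue of mutant channel to the surface after 24 h compound exposure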
GSIS activator: GLuc luminescence reporter in INS-1E cells, primary screen for activators of glucose-dependent secretion of insulin. hit rate 0.61% among 370,000. activation, % at 16.6 µM. INS-1E GLuc reporter insulin secretion, 2-3 h;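 active = lowest replicate activation of at least 40%, so every replicate reaches that level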;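 note: 0% = median of neutral control wells and 100% = median of IBMX positive control wells; some compounds called inactive have numbers as strong as hits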
ERp5 inh: inhibitors of human ERp5. Q15084. ERp5 insulin aggregation, absorbance 650 nm, 90 min. inhibition, % at 9.99 µM. hit rate 0.05% among 350,000;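 active = mean replicate inhibition above about 25%, with every replicate also reaching it, limit read from the data, passing the limit was not always enough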
Target sequence (Q15084 whole entry, looked up): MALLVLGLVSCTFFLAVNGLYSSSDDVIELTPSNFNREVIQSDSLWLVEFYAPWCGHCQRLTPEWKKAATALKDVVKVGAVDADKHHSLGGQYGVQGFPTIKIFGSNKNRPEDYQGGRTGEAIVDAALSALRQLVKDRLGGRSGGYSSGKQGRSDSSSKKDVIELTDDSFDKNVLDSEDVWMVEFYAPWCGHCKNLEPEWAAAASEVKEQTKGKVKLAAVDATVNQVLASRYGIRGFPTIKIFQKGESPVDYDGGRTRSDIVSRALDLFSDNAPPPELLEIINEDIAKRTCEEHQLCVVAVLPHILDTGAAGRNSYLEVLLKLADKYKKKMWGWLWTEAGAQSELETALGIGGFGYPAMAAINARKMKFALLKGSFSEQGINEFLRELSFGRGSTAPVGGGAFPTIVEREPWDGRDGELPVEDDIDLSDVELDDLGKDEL
XiGFP reactiv: reactivates the inactive X chromosome in mouse fibroblasts; XiGFP mouse fibroblasts, % GFP-positive cells imaging, 3 d; cells co-treated with 5-aza-dC sensitizer; scaled so ellipticine positive control = 100%; activation, % at 7.58 µM; hit rate 0.055% among 360,000; AID 743238;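 active = mean normalized replicate activation at least 10% and every replicate at or above 10%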;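 note: 0% = median of on-plate neutral control wells and 100% = ellipticine 6 µM median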
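Material: SV40-immortalized XiGFP fibroblast cells, line 68-5-11 | Buffer or medium: DMEM containing 5-aza-dC | Dosing: One concentration, pinned | Times: 3 d treatment, 15 min room-temperature fixation | Controls: Ellipticine 6 µM positive control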
EWS-Fli inh: EWS/Fli transcriptional activity inhibition | A673 NR0B1-luciferase reporter, viability-normalised | inhibition, % at 12.6 µM | hit rate 0.67% among 350,000 | AID 651661;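 active = mean inhibition of at least 50% after viability correction, with every replicate also passing that limit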;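 note: firefly luciferase signal divided by Alamar Blue viability fluorescence both relative to DMSO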
ARNT-TACC3 inh: disruptors of human ARNT/TACC3 interaction | AlphaScreen His-ARNT PAS-B/GST-TACC3 binding, luminescence; TACC3 fragment carries E629A point mutation | AID 623870 | Q9Y6A5 | inhibition, % at 9.99 µM | hit rate 0.66% among 390,000;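 active = mean inhibition of replicates at least 50% and at least half of replicates each reaching 50%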;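 note: 0% = complete ARNT plus TACC3 wells and 100% = ARNT alone without TACC3; many hits fall short of the cut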
PAX8 inh HTS: PAX8 transcriptional activity inhibition. inhibition, % at 12.6 µM. hit rate 1.2% among 360,000. RMG-I TPO-luciferase reporter, SteadyGlo, 24 h;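 active = mean replicate inhibition at least 60% with every replicate also reaching 60%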;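 note: luciferase light reporting Pax8 driven TPO promoter activity; plate controls were median of neutral control wells for no effect and mitoxantrone controls for full effect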
* hit, by the source's call; · = not tested or not shown; & = joins results of further samples. Compounds as they come; about 4.2% have a hit in one of these screens.

smiles,DENV2 CPE rescue,CFTR F508del cor,GSIS activator,ERp5 inh,XiGFP reactiv,EWS-Fli inh,ARNT-TACC3 inh,PAX8 inh HTS
COc1ccc(-c2nn(-c3ccccc3)cc2C(=O)N(C)CC(=O)Nc2ccccc2Br)cc1,-4,-0.3,-16,·,-0.1,1,-3,13
Cc1ccc(SCc2[nH]nc3c2C(c2cccnc2)C(C#N)=C(N)O3)cc1 (stereo not drawn),5,3.1,-12,0,·,3,3,·
CN(C)C(=O)c1cccc(-c2ccccc2[C@@H]2[C@@H](C#N)N(C(=O)C3CCC3)[C@@H]2CO)c1,-5,-1.0,-8,-5,0.1,-6,·,·
O=C1CN=CN=CN1c1ccc(Cl)cc1Cl,-1,·,0,5,0.0,-8,-1,6
O=C(CN1C(=O)NC2(CCCCC2)C1=O)N1CCN(S(=O)(=O)c2ccc(F)c(F)c2F)CC1,·,-2.5,-2,3,0.2,3,5,0
O=C(C[C@@H]1CC[C@H](NC(=O)Cc2ccccn2)[C@H](CO)O1)NCCc1ccccc1,-3,3.7,29,·,-0.1,7,-5,·
CN1C(=O)c2cc(NS(C)(=O)=O)ccc2OC[C@@H]2O[C@@H](CC(=O)O)CC[C@H]21,-11,2.3,5,-1,0.3,1,-12,32
CC(=O)Nc1cccc(-c2ccnc3c2CC(C)(C(=O)Nc2ccc4c(c2)OCO4)O3)c1 (stereo not drawn),-6,10*,-14,-2,1.2,49,·,-5
COC(=O)c1ccccc1S(=O)(=O)NCc1nc2nc(C)cc(C)n2n1,-8,-2.2,39,0,0.0,8,1,11
C[C@H](CO)N1C[C@H](C)[C@@H](CN(C)S(=O)(=O)c2cn(C)cn2)Oc2ncc(C3=CCCC3)cc2C1=O,23*,0.5,17,1,0.1,-29,-6,-37
CN(Cc1nc(-c2ccc(Cl)cc2)no1)C(=O)CCN1C(=O)[C@H]2CC=CC[C@H]2C1=O,-6,1.4,-12,-3,0.1,-1,1,18
O=C1C(Cl)=C(N2CCCC2)C(=O)N1c1ccc(F)cc1,10,-0.8,2,-9,0.1,-8,1,-8
CSC1SCC2C(=O)N(C)C(C(C)C)C(=O)OCC(NC(=O)c3cnc4ccccc4n3)C(=O)NC(C)C(=O)N(C)C1C(=O)N(C)C(C(C)C)C(=O)OCC(NC(=O)c1cnc3ccccc3n1)C(=O)NC(C)C(=O)N2C (stereo not drawn),-10,-3.4,0,3,0.0,16,-6,97*
CCCNC(=O)N(C)C[C@H]1Oc2ncc(-c3ccncc3)cc2C(=O)N([C@@H](C)CO)C[C@@H]1C,-6,0.7,17,1,-1.1,-12,-9,·
CCCC#Cc1ccc([C@@H]2[C@@H](C#N)N(C(=O)C3CCCC3)[C@@H]2CO)cc1,-6,3.6,3,3,0.1,-2,19,-29
Cc1noc(C)c1NC(=O)N(C)C[C@H]1OCCCC[C@@H](C)Oc2ccc(NC(=O)CCC(F)(F)F)cc2C(=O)N([C@H](C)CO)C[C@H]1C,-2,-2.8,5,0,0.4,-7,-14,-1
COCCCC1CCN(C(=O)C2CCC(=O)N(CC3CCCCC3)C2)CC1 (stereo not drawn),1,2.4,-5,-11,0.0,7,-5,4
COc1cccc(CC(=O)OC(C)C(=O)Nc2ccc(Cl)cn2)c1 (stereo not drawn),-4,0.7,-17,0,-0.1,3,-11,5
COc1ccccc1N1CCN(C2CCCN(C(=O)CCn3cncn3)C2)CC1 (stereo not drawn),1,-0.4,3,1,0.1,5,·,-2
Cc1ccc(S(=O)(=O)Nc2cccc3c2O[C@@H](CN(C)C(=O)Nc2ccc(F)cc2)[C@@H](C)CN([C@@H](C)CO)C3=O)cc1,15,2.2,-15,2,-0.1,2,0,8
COc1ccc(C(=O)Nc2cccc(/C=C(/CCC(=O)O)c3nc4ccccc4s3)c2)cc1,7,-1.2,·,1,0.0,-27,-15,·
N#Cc1ccccc1OCC(=O)NCc1ccccc1CN1CCCC1,-4,-2.7,3,1,0.0,1,-9,8
CC(C)NC(=O)Nc1ccc2c(c1)CC(=O)N([C@@H](C)CO)C[C@H](C)[C@@H](CN(C)C(=O)Nc1ccc(C(F)(F)F)cc1)O2,12,1.1,8,0,1.4,-8,-2,·
C=CCNC(=O)/C=C/c1cccs1,1,1.7,-15,-2,0.0,0,4,-4
CCC/C(O)=C1\C(=O)CC(C)(C)CC1=Nc1ccccc1O,10,-1.2,2,-1,0.1,15,-2,22
O=C(Cc1cccc([N+](=O)[O-])c1)Nc1ccccc1,-1,3.4,18,2,0.0,-1,·,-23
CCNC(=O)C[C@@H]1CC[C@H]2[C@H](COc3ccc(NC(=O)c4ccc(F)c(F)c4)cc3C(=O)N2C)O1,7,-1.2,-5,13,0.0,4,-1,-14
CCN(CC(=O)Nc1ccc2c(c1)OCCO2)C(=O)c1cc(S(=O)(=O)N2CCOCC2)ccc1F,8,4.4,4,-4,-0.1,2,-3,-5
COc1ccccc1C(CNC(=O)CNC(=O)c1cccc(Cl)c1)N1CCCC1 (stereo not drawn),7,-1.0,-2,1,0.1,-8,2,-17
COc1cccc(C2C(C#N)=C(N)N(N(C)C)C3=C2C(=O)CCC3)c1OC (stereo not drawn),3,-0.3,10,0,0.0,10,-3,0
COc1ccc(NC(=O)Nc2ccc3c(c2)C(=O)N([C@H](C)CO)C[C@H](C)[C@H](CN(C)S(=O)(=O)c2ccc(Cl)cc2)O3)cc1,-14,2.2,10,-14,-0.1,16,-14,·
Cc1ccc(CN2CCNC(=O)C2CC(=O)N(C)C2CCCCC2)cc1 (stereo not drawn),10,-3.7,-23,8,0.0,·,-2,12
C=C/C(C)=C/CC1C(=C)CCC2C(C)(C(=O)O)CCCC12C (stereo not drawn),-4,-1.0,·,-6,·,-6,-1,·
COc1ccc(O[C@@H]2O[C@H](COC(C)=O)[C@@H](OC(C)=O)[C@H](OC(C)=O)[C@H]2NC(C)=O)cc1,4,·,6,9,0.6,5,3,5
NS(=O)(=O)c1ccc(NC(=S)Nc2ccc(C(=O)N3CCCCC3)cc2)cc1,6,-0.4,-12,2,0.0,6,-9,-11
O=C(/C=C/c1ccco1)Oc1cc(Br)cc(/C=N/NC(=O)c2ccccc2O)c1,·,6.5,-25,·,-0.1,-3,38,10
CS(=O)(=O)Cc1ccc(C(=O)NCC2(N3CCCCC3)CCCCC2)cc1,-4,1.1,0,-5,0.1,-7,-8,5
CC(=O)NC(Cc1ccc(F)cc1)C(=O)NC1CCN(C(=O)NCc2ccccc2)CC1 (stereo not drawn),-6,-2.4,35,1,0.0,7,-7,-7
CC(C)NC(=O)N(C)C[C@H]1Oc2ccc(NC(=O)CCCN(C)C)cc2C(=O)N([C@@H](C)CO)C[C@@H]1C,3,-4.3,-6,1,0.0,1,1,-2
O=C(CCNC(=O)c1ccco1)Nc1ccc(Cl)cc1F,28*,-0.5,13,-1,0.2,2,-4,6
CCN(CC)S(=O)(=O)c1cccc(NC(=O)CSc2nc3ccccc3[nH]2)c1,-4,-0.6,-17,4,0.3,6,·,10
C[C@H](CO)N1C[C@H](C)[C@H](CN(C)CC2CCCCC2)Oc2ccc(NC(=O)Nc3ccc4c(c3)OCO4)cc2CC1=O,34*,1.3,-12,-2,0.2,4,8,-12
COc1ccc(-c2cc(C(=O)N3CCCCC3)c3ccccc3n2)cc1,-7,1.2,26,3,0.0,-24,-1,-44
Cc1ccc(S(=O)(=O)N/N=C\c2cn(CC(N)=O)c3ccccc23)cc1,-8,-0.2,6,-16,0.2,4,2,3
CN(C)/N=C/C=C1\CC/C(=C\c2ccc(F)c(F)c2)C1=O,-1,-1.0,-4,-1,-0.2,1,-9,-16
COc1ccc(NC(=O)Nc2ccc3c(c2)C(=O)N([C@H](C)CO)C[C@H](C)[C@@H](CN(C)C(=O)NC(C)C)O3)cc1,-4&-3,0.9&0.7,16&7,-1&-2,0.0&0.0,-11&-1,-11&-4,-24&-7
COc1cccc(S(=O)(=O)N2C[C@H](O)COC[C@@H]3O[C@@H](CC(=O)N4CCN(c5ccccc5)CC4)CC[C@H]32)c1,5,-0.4,1,0,-0.1,1,15,20
O=[N+]([O-])c1ccc(NN=Cc2ccccc2O)nc1,19,-0.9,·,6,1.6,-81,8,-20
O=C(c1cc(COc2c(F)cccc2F)on1)N1CCc2ccccc2C1,-3,0.2,5,-4,-0.1,3,-2,-12
COc1ccc(NC(=O)c2ccc(S(=O)(=O)N3CCCC3)cc2)cc1OC,-4,2.5,9,6,0.2,-14,-5,9

Four entries from above, field by field.
> COc1cccc(S(=O)(=O)N2C[C@H](O)COC[C@@H]3O[C@@H](CC(=O)N4CCN(c5ccccc5)CC4)CC[C@H]32)c1
  DENV2 CPE rescue: 5; CFTR F508del cor: -0.4; GSIS activator: 1; ERp5 inh: 0; XiGFP reactiv: -0.1; EWS-Fli inh: 1; ARNT-TACC3 inh: 15; PAX8 inh HTS: 20
> O=[N+]([O-])c1ccc(NN=Cc2ccccc2O)nc1
  DENV2 CPE rescue: 19; CFTR F508del cor: -0.9; GSIS activator: ·; ERp5 inh: 6; XiGFP reactiv: 1.6; EWS-Fli inh: -81; ARNT-TACC3 inh: 8; PAX8 inh HTS: -20
> O=C(c1cc(COc2c(F)cccc2F)on1)N1CCc2ccccc2C1
  DENV2 CPE rescue: -3; CFTR F508del cor: 0.2; GSIS activator: 5; ERp5 inh: -4; XiGFP reactiv: -0.1; EWS-Fli inh: 3; ARNT-TACC3 inh: -2; PAX8 inh HTS: -12
> COc1ccc(NC(=O)c2ccc(S(=O)(=O)N3CCCC3)cc2)cc1OC
  DENV2 CPE rescue: -4; CFTR F508del cor: 2.5; GSIS activator: 9; ERp5 inh: 6; XiGFP reactiv: 0.2; EWS-Fli inh: -14; ARNT-TACC3 inh: -5; PAX8 inh HTS: 9

(cont.)
smiles,DENV2 CPE rescue,CFTR F508del cor,GSIS activator,ERp5 inh,XiGFP reactiv,EWS-Fli inh,ARNT-TACC3 inh,PAX8 inh HTS
COCC#Cc1cnc2c(c1)C(=O)N([C@@H](C)CO)C[C@H](C)[C@H](CN(C)C(=O)Nc1ccccc1OC)O2,-11,-0.3,7,3,-0.5,0,-4,·
CCc1cccc2c(C(=O)COC(=O)c3cnc(C)cn3)c[nH]c12,4,-1.6,-14,2,0.0,-3,·,-2
C[C@H](NC(=O)[C@H]1N2C(=O)c3ccccc3C2SC1(C)C)C(=O)NCC1CCCO1 (stereo partly drawn),5,-2.3,6,0,0.0,2,-2,3
O=C1N(Cc2cccnc2)C[C@@H]2C[C@@H](c3cccc(C(F)(F)F)c3)N3CCC[C@@]123,·,0.6,-1,3,0.0,-25,·,2
CO[C@@H]1CN(C)C(=O)c2ccc(NC(=O)C3CCC3)cc2OC[C@@H](C)N(C)C[C@H]1C,0,-3.4,2,7,0.5,1,-21,-12
C[C@@H]1CCCCO[C@H](CN(C)CC2CCCCC2)[C@H](C)CN([C@@H](C)CO)C(=O)c2cc(NC(=O)Nc3ccc(F)cc3)ccc2O1,2,-1.7,-21,6,0.1,58*,17,8
